High-throughput results (PubChem)
CHO parental Ca: counter-screen: ATP calcium response change in parental CHO cells | parental CHO-K1, ATP-induced calcium, Fluo-8 fluorescence | inhibition, % at 5.6 µM | 330,000 tested, 0.63% active;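 active = inhibition above that plate's mean sample inhibition plus 3 SD, cut at about 26% in these data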;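 also: 0% = ATP-challenged DMSO wells and 100% = DMSO wells without ATP; some compounds past the cut are filed as inactive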
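Material: Parental CHO cells | Reagent: ATP | Compound dosing: Single nominal dose of 5.6 µM per compound | Detection: Intracellular calcium via Fluo-8 no-wash fluorescent dye | Read-out: % inhibition of ATP-induced calcium mobilization | Benchmarks: Low control ATP plus DMSO, high control DMSO only | Replicates: Singlicate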
V1R ag counter: activates human V1a receptor in oxytocin agonist counter-screen. P37288. CHO-V1R cells, Fluo-8 calcium fluorescence, agonist mode; 0% DMSO, 100% 3 nM vasopressin. activation, % at 3 µM. 320,000 tested, 0.25% active. AID 2797;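 active = activation above the mean activation of all tested compounds plus 3 SD, per screening run, cut at about 20% in these data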;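 also: signal is peak over basal fluorescence ratio across a 100 second FLIPR read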
Target sequence (P37288 whole entry, looked up): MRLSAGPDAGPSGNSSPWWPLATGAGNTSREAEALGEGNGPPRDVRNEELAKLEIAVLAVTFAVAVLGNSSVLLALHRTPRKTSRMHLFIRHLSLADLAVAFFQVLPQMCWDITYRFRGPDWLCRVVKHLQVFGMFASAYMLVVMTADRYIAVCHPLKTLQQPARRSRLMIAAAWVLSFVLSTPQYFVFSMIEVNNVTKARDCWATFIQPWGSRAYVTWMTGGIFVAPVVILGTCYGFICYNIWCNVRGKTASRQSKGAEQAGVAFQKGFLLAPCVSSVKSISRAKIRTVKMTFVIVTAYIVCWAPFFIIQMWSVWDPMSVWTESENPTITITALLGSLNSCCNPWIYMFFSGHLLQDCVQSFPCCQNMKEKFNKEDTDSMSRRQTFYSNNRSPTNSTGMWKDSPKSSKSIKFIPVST
CHRM1 PAM: human CHRM1 positive allosteric modulation. P11229. CHO-K1 hM1, Fluo-8 calcium fluorescence, ACh EC20; 0% = ACh EC20, 100% = maximal ACh. activation, % at 3 µM. 360,000 tested, 0.088% active; in the data active = activation above about 19%, passing the limit was not always enough
Target sequence (P11229 whole entry, looked up): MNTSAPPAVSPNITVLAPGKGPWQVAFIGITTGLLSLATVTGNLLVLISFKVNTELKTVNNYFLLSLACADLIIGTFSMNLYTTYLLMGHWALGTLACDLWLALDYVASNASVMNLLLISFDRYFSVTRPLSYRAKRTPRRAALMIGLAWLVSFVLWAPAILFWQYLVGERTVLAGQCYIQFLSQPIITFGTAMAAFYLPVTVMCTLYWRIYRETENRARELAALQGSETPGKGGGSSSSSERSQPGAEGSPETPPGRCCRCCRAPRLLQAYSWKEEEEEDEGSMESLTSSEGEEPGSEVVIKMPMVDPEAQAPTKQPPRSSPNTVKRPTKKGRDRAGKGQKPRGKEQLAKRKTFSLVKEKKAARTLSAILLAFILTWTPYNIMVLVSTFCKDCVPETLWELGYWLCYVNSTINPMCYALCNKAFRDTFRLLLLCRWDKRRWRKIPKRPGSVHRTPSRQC
CHRM1 agonist: human M1 muscarinic receptor agonism; activation, % at 3 µM; 360,000 tested, 0.33% active; P11229; CHO-K1 hM1, Fluo-8 calcium fluorescence, agonist mode; 0% DMSO, 100% acetylcholine EC100;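 active = activation above the run's mean compound activation plus 3 SD, cut at about 16% in these data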;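 also: peak over basal fluorescence ratio within a 140 s kinetic read after compound addition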
TAAR1 antag: antagonists of human TAAR1; 360,000 tested, 1.5% active; AID 624466; CHO RD-HGA16 TAAR1, Fluo-8 calcium fluorescence, antagonist; inhibition, % at 3 µM; Q96RJ0;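 active = inhibition above a per-plate cutoff, the mean inhibition of test compounds on that plate plus 3 SD, cut at about 49% in these data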;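 also: 0% = DMSO plus EC80 beta-PEA response and 100% = DMSO alone without agonist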
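Test system – hTAAR1-expressing CHO RD-HGA16 cells, Gα16-coupled · Reagent – β-PEA at EC80 concentration, post-compound challenge · Compound dosing – 3 µM, single point · Timing – 140 s kinetic read after compound, 140 s after agonist · Detection – Fluo-8 intracellular calcium dye fluorescence, real-time kinetic reads · Control set – DMSO and EC80 PEA controls · Repeats – n of 1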
OXTR agonist: activates the human oxytocin receptor | 320,000 tested, 0.32% active | activation, % at 3 µM | AID 2435 | CHO-OTR cells, Fluo-8 calcium fluorescence; normalized: DMSO 0%, oxytocin 100% | P30559;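 active = activation above the mean of all tested compounds plus 3 SD, cutoff set per screening run, cut at about 20% in these data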;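 also: peak over basal fluorescence ratio from a 100 s FLIPR kinetic read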
OXTR potentiator: human OXTR potentiation; P30559; CHO-OTR cells, Fluo-8 calcium fluorescence, potentiator mode; 0% = oxytocin EC15, 100% = EC100; activation, % at 3 µM; 320,000 tested, 0.061% active; AID 2445;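 active = activation above that plate's cutoff, the mean activation of tested compounds plus 3 SD, cut at about 6.6% in these data, passing the limit was not always enough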;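 also: 100% uses oxytocin at 75 nM as the full agonist control; some results filed as inactive read as strong as hits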
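test system = CHO-OTR cells, human receptor | compound = single-point 3.0 µM | schedule = 6 min compound pre-incubation at room temperature, 100 s kinetic read | signal = Fluo-8 no-wash calcium dye fluorescence, excitation 470-495 nm, emission 515-575 nm | repeats = single well per compound, singlicate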
TAAR1 ag: agonists of human TAAR1; CHO RD-HGA16 TAAR1, Fluo-8 calcium fluorescence; vehicle wells 0%, saturating PEA agonist 100%; 360,000 tested, 0.99% active; activation, % at 3 µM; AID 624467;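 active = activation above the mean activation of all test compounds in the run plus 3 SD, cut at about 38% in these data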
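Test system: RD-HGA16 (CHO) cells co-expressing Gα16 and hTAAR1 | Doses: Single dose, 3 µM | Schedule: 17-24 h seeding, 75 min 37 °C dye, 30 min RT | Evaluation: % activation from peak over basal fluorescence ratio, DMSO-to-PEA scaled | Technique: Kinetic Fluo-8 calcium fluorescence | Benchmarks: Low control DMSO, high control PEA (EC100)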
M1 antag: blocks human M1 muscarinic receptor; CHO-K1 hM1, Fluo-8 calcium fluorescence, ACh EC80 antagonist; inhibition, % at 3 µM; 360,000 tested, 1.3% active;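 active = percent inhibition above its own plate's cutoff, namely the mean of that plate's compound wells plus 3 SD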;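 also: peak over basal fluorescence ratio during 140 s after agonist addition; 0% = ACh EC80 plus DMSO and 100% = DMSO alone without agonist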
The depositor's hits bear a star; / = not tested or not shown.

SMILES	CHO parental Ca	V1R ag counter	CHRM1 PAM	CHRM1 agonist	TAAR1 antag	OXTR agonist	OXTR potentiator	TAAR1 ag	M1 antag
O=C(Nc1ccccc1)c1cnc2n(c1=O)CCS2	0	2.0	7	1	-8	1.6	-1	1	1
CC(=O)Nc1ccc(NC(=O)CSc2nnc(-c3ccc4c(c3)OCO4)o2)cc1	6	0.3	3	1	-4	1.8	-10	1	-6
C=C(C)CN1CCN(c2c(CCC#N)c(C)c(C#N)c3nc4ccccc4n23)CC1	-25	0.2	-2	-4	-12	-0.4	-7	10	-19
COc1ccc2[nH]c3c(c2c1)CCN1C(=O)C(CC(=O)NCc2ccc(OC)c(OC)c2)C[C@H](C(=O)N(C(C)C)C(C)C)[C@@]31C (some centres not stated)	-28	/	9	-8	-14	/	/	1	-25
CCOc1ccc(Nc2cc(C)nc3c(C)cccc23)cc1	-15	0.3	16	-8	-5	-0.1	-5	2	-24
Cc1cc(C(=O)CN2C(=O)CN(C)C2=O)c(C)n1-c1cccc(S(=O)(=O)N2CCOCC2)c1	-4	-0.8	14	-2	11	-0.4	-4	8	-4
COCC(=O)N1CCC(c2nc3ccccc3[nH]2)CC1	/	/	0	20*	-17	/	/	0	-5
Cn1c(COc2ccccc2)nc2ccccc21	-8	3.5	-7	-3	-27	-2.0	3	-1	14
Cc1cc(C(=O)NCCCN2CCCC2=O)cs1	3	0.3	9	-4	1	0.2	1	3	-11
O=C(Cn1cc2c(n1)CCCC2)NCCCN1CCN(C2CCCCC2)CC1	-13	-0.2	2	6	-8	0.7	7	0	-6
NC(=O)c1ccc(NC(=O)COC(=O)c2c3c(nc4ccccc24)/C(=C\c2ccc4c(c2)OCO4)CCC3)cc1	/	/	-13	38*	48	/	/	6	16
COC(=O)CC1C(=O)NCCN1C(=O)c1ccc([N+](=O)[O-])cc1 (configuration not stated)	-6	0.7	3	-2	-11	1.0	-4	2	-14
COC(=O)CNC(=O)CN1C(=O)N(c2ccc(Cl)cc2)C(N(O)C(=O)Nc2ccc(Cl)cc2)C1(C)C (configuration not stated)	-26	0.0	0	-3	0	0.4	-6	19	-18
CCc1ccccc1NC(=O)N[C@H](C(=O)O)C(C)C	4	-0.2	2	-3	-9	-0.1	-7	5	-1
O=C(Nc1cccc(O)c1)c1ccc([N+](=O)[O-])cc1Cl	0	1.8	7	-4	-1	0.6	-15	4	-2
O=C(Nc1nncs1)c1ccc(N2C(=O)C3C4C=CC(C4)C3C2=O)cc1 (configuration not stated)	-9	4.1	3	-1	7	3.4	-8	7	-3
COc1cccc(C(=O)N/N=C(\CC(C)C)c2ccccc2)c1	-10	0.7	3	-3	-3	-1.5	-4	0	0
CC1CN(C(=O)CSc2nnc(-c3ccc(Cl)cc3)n2C)CC(C)O1 (configuration not stated)	-3	1.6	5	-6	6	-1.1	4	4	-9
CCCCn1c(N)c(N(CC)C(=O)c2cc(S(=O)(=O)N3CCN(CC)CC3)ccc2Cl)c(=O)[nH]c1=O	-16	1.0	2	-4	-15	-0.1	6	3	-6
CCOC(=O)C1C2C=CC3(CN(CCc4ccccc4)C(=O)C13)O2 (configuration not stated)	-8	-0.1	3	-4	-9	-1.3	-6	7	-15
O=C1CSC(c2ccc([N+](=O)[O-])cc2)N1CCN1CCCCC1 (configuration not stated)	-29	-0.1	3	19*	3	0.4	-8	0	-8
Cc1cc(Br)c2[nH]c3c(c2c1)CCCC3=O	-32	-1.5	7	-5	-19	-1.9	-4	2	-6
Cc1cc(C)c(S(=O)(=O)N2CCOCC2)cc1NS(=O)(=O)c1cc(OCC(N)=O)c(C)cc1Cl	0	-0.2	7	-4	14	-0.8	-9	6	-3
Cc1cccc(OCc2nnc(SCC(=O)N3c4ccccc4CC3C)n2C)c1C (configuration not stated)	-26	-0.5	-1	-6	-5	-1.1	-9	8	0
CCCC[n+]1ccn(C2=C([O-])c3ccccc3C(=O)/C2=N\S(=O)(=O)c2ccc(Cl)cc2)c1	-28	-0.6	-3	-7	0	-1.5	-1	10	-2
O=C(CSc1ncn[nH]1)c1ccc(OC(F)F)cc1	-3	-0.5	5	-4	-21	-0.2	0	2	-6
CC1CCN(Cc2nc(-c3ccccc3)no2)CC1	-7	-0.3	1	-3	7	0.1	-3	4	5
CCOCCCNC(=O)CN1C(=O)/C(=C/c2ccccc2)Sc2ccccc21	-14	1.1	6	-7	18	-2.2	-3	1	-2
COc1ccc(C(C#N)=C2C=CC(=NO)C(C)=C2Cl)cc1	/	/	-12	6	39	/	/	14	9
CC(C)NC(=O)c1ccccc1-c1nc(-c2ccccc2Cl)no1	-19	-0.3	1	-4	27	-1.3	-2	8	-17
CCOC(=O)c1cccc(NC(=O)C2CCC(CNc3c(N4CCOCC4)c(=O)c3=O)CC2)c1 (configuration not stated)	1	0.1	7	-1	-1	-0.8	-10	1	-16
COc1cccc(-n2c(SC)nnc2-c2cnccn2)c1	-3	1.1	-7	-7	-17	0.6	-7	2	12
COc1ccc(CN2CCN(C(=O)c3cccc4ccccc34)CC2)cc1Br	-25	-0.2	-5	-1	4	-1.8	-6	-1	9
O=C(C1CN(C(=O)c2cc3cc(Cl)ccc3o2)c2ccccc2O1)N1CCCCC1 (configuration not stated)	-23	-1.1	7	-4	-1	-2.1	-1	2	-11
C=CCSc1n[nH]c(-c2ccccc2)n1	-5	0.0	4	-5	-5	-0.7	-9	10	-4
Cc1ccc([N+](=O)[O-])cc1Nc1nc(N2CCOCC2)nc(N2CCOCC2)n1	-3	0.0	4	-11	10	-0.9	0	0	-12
Cc1ccccc1N(CC(=O)NCc1ccco1)C(=O)CNS(=O)(=O)c1ccc(F)cc1	-13	1.0	3	1	2	1.3	-7	0	-12
Cc1ccc2nc(-c3ccc(O)cc3)c(Nc3ccc4c(c3)OCCO4)n2c1	-10	-1.2	5	-2	-45	-1.4	-1	-2	1
Cc1nn(Cc2ccccc2)c(C)c1NC(=O)CSc1nc(-c2ccccc2)nc2c1cnn2-c1ccccc1	/	/	5	-2	-8	/	/	-1	-23
C=CCOc1ccc(/C=C/C(=O)OCC(=O)NC2CCCCCCC2)cc1	-6	1.7	12	-2	-6	0.2	-12	0	-9
CC(=O)c1ccc(NC(=O)CSc2nnc(-c3ccncc3)o2)cc1	-3	0.8	4	-2	-9	6.3	-7	2	-6
COc1ccc(C(c2sc3nc(C)nn3c2O)N2CC(C)OC(C)C2)cc1OC (configuration not stated)	1	-0.4	5	-3	2	-1.0	0	1	-4
COc1ccc(NC(=O)CCCn2c(=S)[nH]c3ccccc3c2=O)cc1	3	3.9	8	-5	2	-1.3	-6	0	-7
C[C@@H]1CN([C@@H](C)CO)C(=O)CCCn2nncc2CO[C@@H]1CN(C)S(=O)(=O)c1ccc(F)cc1	/	/	8	-4	-1	/	/	0	-6
CC1CCN(C(=O)CN(CCc2ccccc2)S(C)(=O)=O)CC1	-7	1.3	9	-6	5	0.0	-7	3	-8

Part of the list above with just OXTR potentiator and V1R ag counter.
Compound,OXTR potentiator,V1R ag counter
O=C(C1CN(C(=O)c2cc3cc(Cl)ccc3o2)c2ccccc2O1)N1CCCCC1 (configuration not stated),-1,-1.1
C=CCSc1n[nH]c(-c2ccccc2)n1,-9,0.0

Carrying on:
SMILES	CHO parental Ca	V1R ag counter	CHRM1 PAM	CHRM1 agonist	TAAR1 antag	OXTR agonist	OXTR potentiator	TAAR1 ag	M1 antag
COc1ccccc1NC(=O)c1nnn(CC(=O)Nc2cccc(SC)c2)c1N	-4	1.0	4	-6	-27	-0.3	0	8	-1
NC(=O)CC[C@@H]1NC(=O)[C@H](CO)NC(=O)c2cc([N+](=O)[O-])cc(I)c2NCC[C@@H](C(N)=O)NC(=O)[C@H](Cc2ccc(O)cc2)NC1=O	2	-0.1	/	/	/	0.6	-4	/	/
O=C(NCc1ccc(Cl)cc1)c1ccccc1Oc1ccccc1	-30	2.3	-6	-7	19	-2.0	-10	12	-11
COc1ccc(N2CCN(C(=O)COC(=O)CCc3ccccc3OC)CC2)cc1	-13	2.3	2	0	-18	1.8	-1	0	-9
Cc1ccc(-c2nc3ccccc3o2)cc1NC(=O)c1ccc2c(c1)OCO2	-3	-0.4	5	-7	7	-1.1	-2	4	2
CCc1ccc(CN(C)C(=O)C2CCC(=O)N(CCCN3CCCC3=O)C2)cc1 (configuration not stated)	1	-0.1	19	2	-13	-0.3	3	1	-16
CC1(C(=O)NS(=O)(=O)c2ccc(C#N)cc2)CCN1C(=O)C1(c2ccccc2)CC1 (configuration not stated)	/	/	6	-2	-28	/	/	0	-10
CN(C(=O)CCNC(=O)N1CC(=O)Nc2ccccc21)C1CCCCC1	-10	0.2	10	-2	-18	0.4	-4	1	-15
Cc1c(NC(=O)/C(=C\c2ccccc2)NC(=O)c2ccccc2)c(=O)n(-c2ccccc2)n1C	-6	0.9	11	-5	-25	-0.5	-7	11	-21
O=C(COC(=O)C1CCN(S(=O)(=O)c2ccc3c(c2)OCCO3)CC1)Nc1ccccc1OC(F)F	-8	1.3	1	-4	19	0.4	-1	1	-7
O=C(NC(=S)NC1CCSC1=O)c1cccs1 (configuration not stated)	-2	-0.2	12	-5	-3	-0.7	-6	1	-8
CN(C)c1nc(N)nc(CSc2nnnn2-c2ccccc2)n1	-15	-0.1	-6	0	-8	-0.5	0	6	13
CN(C)c1ccc(/C=N/Nc2cc(N3CCOCC3)nc(N3CCOCC3)n2)cc1	-5	-0.8	14	-8	-6	-1.6	-12	2	-9
CC(C)(C)N(NC(=O)Nc1ccccc1)C(=O)c1ccccc1Cl	-14	1.0	3	-2	-2	-1.2	-6	8	-5
Cc1ccc(-c2cc(C(F)(F)F)n3ncc(C(=O)N4CCN(C)CC4)c3n2)cc1	-7	-0.6	2	-6	17	-2.0	4	-3	-3
C=CCNC(=S)Nc1cccc2[nH]ncc12	-1	0.9	-1	-4	-2	1.0	-9	0	10
COc1ccnc(Oc2ccc(F)cc2)c1C(=O)N/C=N/OCc1c(Cl)cccc1Cl	-15	1.8	2	-4	31	0.6	-7	14	-5
N=c1sccn1CC(=O)Nc1ccc([N+](=O)[O-])cc1Cl	-3	1.8	-11	-6	-6	3.5	0	2	11
